L3MBTL1 block: inhibitors of human L3MBTL1; Q9Y468; AlphaScreen L3MBTL1–H3K9me1 peptide binding; Potency, µM (top dose mostly 57.1 µM), for inactives: top-dose activity, negative = inhibition, actives largely listed as inhibitors; 230,000 tested, 0.66% active; AID 485360; note: potency is the fitted concentration of half-maximal effect; % is set by controls: 0 for no effect and ±100 for the full control effect; nearly all actives have a fitted effect of over 60% in size
Target sequence (Q9Y468 whole entry, looked up): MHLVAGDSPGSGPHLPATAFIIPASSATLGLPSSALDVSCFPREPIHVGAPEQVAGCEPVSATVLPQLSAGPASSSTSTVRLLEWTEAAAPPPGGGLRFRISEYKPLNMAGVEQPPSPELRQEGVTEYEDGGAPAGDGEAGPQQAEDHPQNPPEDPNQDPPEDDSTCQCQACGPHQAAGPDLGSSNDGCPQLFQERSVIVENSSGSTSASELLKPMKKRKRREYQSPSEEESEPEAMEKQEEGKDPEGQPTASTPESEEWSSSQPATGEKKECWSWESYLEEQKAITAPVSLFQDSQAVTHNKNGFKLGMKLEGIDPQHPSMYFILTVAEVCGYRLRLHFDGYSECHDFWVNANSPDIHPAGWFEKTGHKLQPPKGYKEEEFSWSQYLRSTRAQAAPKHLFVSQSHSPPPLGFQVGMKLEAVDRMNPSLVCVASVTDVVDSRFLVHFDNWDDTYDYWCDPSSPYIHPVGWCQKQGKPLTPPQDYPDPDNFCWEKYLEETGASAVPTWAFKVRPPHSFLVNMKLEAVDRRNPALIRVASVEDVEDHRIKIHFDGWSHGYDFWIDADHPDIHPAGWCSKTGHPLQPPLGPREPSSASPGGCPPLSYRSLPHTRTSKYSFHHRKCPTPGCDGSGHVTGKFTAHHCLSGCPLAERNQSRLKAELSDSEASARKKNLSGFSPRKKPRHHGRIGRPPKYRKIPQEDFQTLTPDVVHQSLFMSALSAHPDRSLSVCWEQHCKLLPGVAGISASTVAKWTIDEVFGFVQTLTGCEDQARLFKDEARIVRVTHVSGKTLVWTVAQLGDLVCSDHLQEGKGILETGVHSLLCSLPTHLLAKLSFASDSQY
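AlphaScreen assay: L3MBTL1 (50 nM final) was preincubated 30 min at room temperature with biotinylated H3(1-15)K9me1 peptide (75 nM final), then 30 min with library compounds; streptavidin donor and nickel chelate acceptor beads (10 ug/mL final) added, 30 min dark.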
HttQ103 aggreg: mutant huntingtin aggregation inhibition. PC12 HttQ103-GFP aggregates, Acumen cytometry, 40 h. Potency, µM (highest dose often 46.1 µM), inactives show at the highest dose activity change, negative = inhibition, hits mostly inhibitors. 220,000 tested, 1.1% active. AID 1688; note: potency is the fitted concentration of half-maximal effect; % is set by controls: 0 for no effect and ±100 for the full control effect; nearly all actives have a fitted effect of over 60% in size
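Compounds (qHTS titration) were added to PC12 cells expressing an ecdysone-driven HTT exon 1 Q103–GFP fusion after induction with 100 nM tebufenozide. Aggregate formation was measured as GFP objects in cell lysates.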
NPSR antag: neuropeptide S receptor (human) antagonism, cAMP. Q6W5P4. AID 1461. Potency, µM (doses to about 38.3 µM), inactives show at the top dose activity change, negative = inhibition, usual class: inhibitors. 220,000 tested, 1% active. CHO-NPSR cells, cAMP TR-FRET, antagonist mode; note: potency is the fitted concentration of half-maximal effect; % is set by controls: 0 for no effect and ±100 for the full control effect; nearly all actives have a fitted effect of over 50% in size; many of its hits are not listed in these tables
CBFb-RUNX1 inh: inhibitors of human CBF-beta and RUNX1 interaction; Q01196+Q13951; AlphaScreen CBFb-His/RUNX1-biotin binding, biochemical; Potency, µM (titrated, usually from 59.8 µM), for inactives: at the highest dose activity, negative = inhibition, usual class: inhibitors; 230,000 tested, under 10 active; note: % of control where 0% means no effect
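Proteins preincubated together for 20 min at RT before compound addition; 15 min later, nickel and streptavidin beads were added and left 90 min prior to AlphaScreen measurement.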
KinaseGlo FLuc: blocks Kinase-Glo luciferase, a counter-screen artifact; Kinase-Glo luciferase, ATP luminescence, 8 min; 200,000 tested, 0.28% active; Potency, µM (series often up to 38.3 µM), for the others: top-dose activity change, negative = inhibition, hits mostly inhibitors; Q27757; note: potency is the fitted concentration of half-maximal effect; % is set by controls: 0 for no effect and ±100 for the full control effect; nearly all actives have a fitted effect of over 60% in size
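Substrate mix (final 50 mM imidazole pH 7.2, 50 mM KCl, 7 mM MgCl2, 10 uM ATP, 0.01% Tween 20, 0.05% BSA) plus pin-tool compound, then Kinase-Glo detection mix; 8 min ambient, luminescence read.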
Epigenetic derep: regulators of epigenetic silencing causing reporter derepression in mouse cells | murine LDR cells, GFP reporter derepression, 30 h | 280,000 tested, 0.2% active | Potency, µM (highest dose often 53.9 µM), for inactives: at the top dose GFP activation, hits mostly activators; note: potency is the fitted concentration of half-maximal effect; % of control where 0% means no effect; nearly all actives have a fitted effect of over 60% in size
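GFP-positive cell count by laser-scanning cytometry (objects 20–120 um) after 30 h, 37 C compound exposure of murine LDR cells; reporter is CMV-GFP integrated at a silenced locus, inducible by HDAC or DNMT inhibitors.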
IMPase Li cell: membrane-permeable IMPase blocker, potentiated with lithium | 210,000 tested, 0.35% active | Potency, µM (highest dose often 59.4 µM), for the others: at the highest dose activity, negative = IMPase inhibition, actives largely listed as inhibitors | CHO-M1 cells, IP1 TR-FRET (IP-One), carbachol + lithium;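 note: IP1 builds up when IMPase is blocked and the TR-FRET signal falls; potency is the fitted concentration of half-maximal effect; plate controls were basal vehicle for no effect and high inhibitor control for full effect; nearly all actives have a fitted effect of over 50% in size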
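CHO cells stably expressing M1 receptor (2000/well, cultured 16–30 h) treated 30 min at 37C with compound plus low lithium. Cytosolic IP1 by TR-FRET (665/620 ratio and 620 channel) after 10 min lysis; AC50 by Hill fit.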
* = called active by the depositor; ? = inconclusive; . = not tested or not shown; & = joins results of further samples; [ ] = dose if it differs, or a comment. Calls come from the whole dose curve; as a rule, active = well fitted curve in the direction sought with a large enough effect; inconclusive = small, poorly fitted or top-dose-only effect, or another doubt; inactive = no such curve, though single readings can be large; an effect the other way counts as inactive or inconclusive. This is a subset (hit frequency here may not be typical).

canonical_smiles	IMPase Li cell	NPSR antag	KinaseGlo FLuc	HttQ103 aggreg	Epigenetic derep	CBFb-RUNX1 inh	L3MBTL1 block
COC(=O)CCC(=O)NNC(=O)CCCOc1ccc(Cl)cc1Cl	5%[38.3 µM]	0%[46.1 µM]	-1%	-2%	-0.5%	2%	8%
CCC(C)NC(=O)CN1C(=O)NC2(CCc3ccccc3C2)C1=O (stereo unspecified)	-2%	-9%	-1%	0%	-7.0%	7%	.
COc1c(S(=O)(=O)NCCN2CCOCC2)ccc(Cl)c1Cl	35%[38.3 µM]	-8%[46.1 µM]	17%	3%	-4.8%	8%	.
COC(=O)CC1C2(C)CC34OC5(C)O[C@@]6(C7/C(=C(/OC)C(C)C)C(=O)OC(c8ccoc8)[C@@]7(C)C(OC(=O)C(C)C)C(OC)[C@]6(O5)[C@@]13C)C(OC)[C@]4(OC)C2OC(C)=O (stereo partly specified)	10%	.	-1%	.	1.3%	0%	.
CNc1nc(-c2ccc3c(c2)CCN3S(=O)(=O)c2ccccc2)c(C)s1	13%	27%	-1%	-13%[9.22 µM]	-4.2%	-20%	-7%
CN1CCc2c(sc(/N=C/c3c[nH]c4ccccc34)c2C(N)=O)C1	.	-7%	.	-8%[9.22 µM]	0.3%	17%	-12%
Cc1nccn1CC(O)COC1CCCCC1 (stereo unspecified)	0%[38.3 µM]	-3%[46.1 µM]	2%	-12%	-1.1%	8%	.
CC1CCC2(CC1)SCC(=O)N2c1ccc(F)cc1 (stereo unspecified)	.	5%	.	1%[9.22 µM]	0.0%	26%	43%[activator]
O=c1c2ccccc2[nH]c(=S)n1Cc1ccc2c(c1)OCO2	?	-34%	3%	-14%	8.4%	3%	.
NC(=O)CSc1nnc2sc3ccccc3n12	-8%[38.3 µM]	11%[46.1 µM]	-10%	4%	1.7%	-1%	0%
CCOc1ccc2nc(NCCCNS(=O)(=O)c3ccc(C)cc3)c(C#N)cc2c1	-3%	-11%[46.1 µM]	0%	14%	?	3%	-13%
CC(N)(C(=O)O)c1ccc(-c2nn[nH]n2)cc1 (stereo unspecified)	-8%	.	.	.	0.0%	17%	.
O=C(CCSc1ccc(Cl)cc1)N1CCOCC1	-9%	9%[46.1 µM]	2%	-6%	-1.0%	-2%	5%
CC(=O)/C=C\C1[C@]2(C)CCCC(C)(C)C2CC[C@@]1(C)O (stereo partly specified)	-6%	.	-3%	.	0.8%	.	.
COc1ccc(CNc2ncnc3cc(Cl)ccc23)cc1OC	10%	-17%	.	12%[9.22 µM]	0.0%	5%	4%

The list goes on.
canonical_smiles	IMPase Li cell	NPSR antag	KinaseGlo FLuc	HttQ103 aggreg	Epigenetic derep	CBFb-RUNX1 inh	L3MBTL1 block
Cc1noc(C)c1CCC(=O)O	-2%	5%	-6%	.	0.0%	0%	0%
CC1(C)CC(=O)C2=C(C1)OC(N)=C(C#N)C21C(=O)N(Cc2ccccc2Cl)c2ccccc21 (stereo unspecified)	12%[38.3 µM]	?	-2%	28%	2.8%	5%	.
O=C(COC(=O)C1CC1)Nc1ccc(N=Nc2ccccc2)cc1	-1%	-13%	-5%	8%	-0.7%	-30%	-16%
COCCN(C(=O)c1ccccc1OC)c1nnc(C)s1	2%	4%	0%	11%[9.22 µM]	-4.2%	5%	3%
Cc1cccc(NC(=O)/C(C#N)=C\c2cc(C)n(-c3ccc(C(=O)O)cc3)c2C)c1	-4%	-44%	1%	-8%[9.22 µM]	4.7%	-16%	-5%
Cc1cccc(C)c1N1CCN(S(=O)(=O)N2CCOCC2)CC1	-13%[38.3 µM]	-12%[46.1 µM]	-1%	8%[9.22 µM]	-1.4%	-2%	.
O=C(CC1NCCN(Cc2ccccc2)C1=O)Nc1ccccc1 (stereo unspecified)	.	-21%	.	14%[9.22 µM]	1.1%	9%	6%
Cc1nnc(SCC(=O)Nc2ccc(S(=O)(=O)N3CCCCC3)cc2)s1	-17%[38.3 µM]	-17%[46.1 µM]	-2%	-11%	3.0%	3%	0%
Cc1cc(=O)c2c(C)ccc(C)c2[nH]1	.	10%	.	4%[9.22 µM]	-1.1%	4%	.
CNC(=O)c1cc2cc(Br)ccc2s1	-5%	5%	-1%	-5%	1.1%	3%	-4%
CCc1c(C)sc(NC(=O)c2cc(-c3ccco3)on2)c1C#N	-3%[38.3 µM]	0%[46.1 µM]	1%	10%	-1.9%	3%	-2%
CCN(CC)S(=O)(=O)c1ccc(-c2ccc(S(=O)(=O)N(CC)CC)cc2)cc1	32%[38.3 µM]	-25%[46.1 µM]	20%	?	2.6%	9%	.
Cc1nn(C)c(C)c1S(=O)(=O)N(CC(=O)N1CCc2ccccc21)c1ccc(C(C)C)cc1	5%[38.3 µM]	-25%[46.1 µM]	-2%	5%	2.5%	-3%	.
COC(=O)CCCCCN1C(=O)NC(c2ccc(-c3ccccc3)cc2)C(C(=O)OCc2ccccc2)=C1C (stereo unspecified)	3%&-12%	-16%	-2%&-3%	23%	-2.7%&5.4%	1%[2.36 µM]	-2%
CCOc1ccc(OCC)c(NC(=O)CN2CCN(c3cccc(C)c3)CC2)c1	-3%	-23%[46.1 µM]	2%	12%	-1.0%	-13%	-9%

Later entries.
canonical_smiles	IMPase Li cell	NPSR antag	KinaseGlo FLuc	HttQ103 aggreg	Epigenetic derep	CBFb-RUNX1 inh	L3MBTL1 block
CCC(=O)c1ccc(OCc2ccc(C(=O)OC)cc2)cc1	20%	30%	-1%	6%	-3.6%	11%	12%
CCOC(=O)CNC(=O)Cn1cnc2c(nnn2-c2ccc(F)cc2)c1=O	-5%[38.3 µM]	-7%[46.1 µM]	-2%	11%	-3.2%	5%	0%
CCCn1c(SCC(=O)c2ccc3c(c2)OCCO3)nnc1C(C)C	-22%[38.3 µM]	-5%[46.1 µM]	-4%	19%	-1.7%	16%	1%
O=[N+]([O-])c1ccccc1/C=N/N1CCN(c2ccccn2)CC1	16%[38.3 µM]	-15%[46.1 µM]	0%	-15%	0.0%	?	?
CSc1nc(Oc2ccc(F)cc2)c2ccccc2n1	12%[38.3 µM]	-11%[46.1 µM]	-2%	2%	2.1%	21%	11%
Cn1cccc1C(=O)NC(=O)COC(=O)c1ccccc1Sc1ccccc1C#N	5%[38.3 µM]	-9%[46.1 µM]	-3%	17%	-5.2%	-11%	-1%
CCC1CCCCN1C(=S)Nc1cccc(S(=O)(=O)N(C)C)c1 (stereo unspecified)	4%	7%	-2%	17%	-2.2%	15%	11%
O=C(OCc1ccccc1)C1CCCN1C(=O)c1ccccc1[N+](=O)[O-] (stereo unspecified)	26%[38.3 µM]	10%[46.1 µM]	1%	8%	4.0%	3%	-6%
O=C(O)c1ccccc1C(=O)NCCc1c(C(=O)O)[nH]c2ccc(Cl)cc12	.	5%	.	-18%[9.22 µM]	-0.1%	9%	-2%
C(=C\c1ccccc1)/C=N/Nc1nncc(-c2ccccc2)n1	-6%	3%	2%	-9%	-1.1%	-3%	6%
CCOC(=O)C1CCN(c2c(NCc3ccc(C(=O)N(C)Cc4ccccc4)cc3)c(=O)c2=O)CC1	0%	-11%	1%	-16%	-0.1%	4%	.
CCOc1ccc(CN2CCN(Cc3ccon3)CC2CCO)cc1 (stereo unspecified)	7%	-4%	0%	-8%[9.22 µM]	-1.1%	9%	2%
CCNc1nc(NC(C)C)nc(NS(=O)(=O)c2ccc(Cl)cc2)n1	10%[38.3 µM]	1%[46.1 µM]	-3%	-18%	-0.9%	-4%	5%
O=C(NCc1ccc(F)cc1)C1CCCN(c2nc3ccsc3c(=O)s2)C1 (stereo unspecified)	-28%	?	-2%	-7%	-1.4%	-23%	-3%
CC(=O)Nc1ccc2nc(SCC(=O)NCCOc3ccccc3)sc2c1	3%	-8%	1%	1%	0.9%	6%	.

Reprinted from the results shown (two entries):
canonical_smiles	IMPase Li cell	NPSR antag	KinaseGlo FLuc	HttQ103 aggreg	Epigenetic derep	CBFb-RUNX1 inh	L3MBTL1 block
CCOC(=O)C1CCN(c2c(NCc3ccc(C(=O)N(C)Cc4ccccc4)cc3)c(=O)c2=O)CC1	0%	-11%	1%	-16%	-0.1%	4%	.
CCOc1ccc(CN2CCN(Cc3ccon3)CC2CCO)cc1 (stereo unspecified)	7%	-4%	0%	-8%[9.22 µM]	-1.1%	9%	2%

New compounds follow.
canonical_smiles	IMPase Li cell	NPSR antag	KinaseGlo FLuc	HttQ103 aggreg	Epigenetic derep	CBFb-RUNX1 inh	L3MBTL1 block
COc1cc(C(=O)O/N=C(\N)Cc2ccc([N+](=O)[O-])cc2)cc(OC)c1OC	.	0%	.	0%[9.22 µM]	1.1%	6%	-9%
O=C(O)CSc1nnc(COc2ccc([N+](=O)[O-])cc2)n1-c1ccccc1	0%	-11%	-3%	-10%[9.22 µM]	2.4%	12%	-2%
O=C(/C=C/c1ccc2c(c1)OCO2)NCc1ccncc1	.	-10%	.	1%[9.22 µM]	0.0%	11%	.
COc1ccc(N2CCN(CC(O)COc3ccc4c(c3)CCC4)CC2)cc1 (stereo unspecified)	27%[38.3 µM]	-23%[46.1 µM]	-2%	-3%	0.0%	-23%	.
COc1ccc(C(=S)N2CCN(c3cccc(Cl)c3)CC2)cc1	.	40%&-3%	.	10%&-24%[9.22 µM]	-0.3%&0.0%	-7%&-1%	-18%
CC(=O)Nc1ccc(S(=O)(=O)N2CCN(C(=O)CCC3CCCC3)CC2)cc1	19%[38.3 µM]	-8%[46.1 µM]	25%	-28%	0.9%	0%	.
COc1ccc(-c2n[nH]c(=S)n2-c2ccc(C)cc2)cc1	.	-47%	.	21%[9.22 µM]	-0.1%	9%	.
N#Cc1c(NC(=O)CSc2nnc(-c3ccco3)n2-c2ccccc2)sc2c1CCC2	22%[38.3 µM]	-16%[46.1 µM]	-4%	6%	2.1%	-11%	.
O=C(NCCc1ccccc1F)[C@@H]1CSC2c3ccccc3C(=O)N21 (stereo partly specified)	3%[38.3 µM]	5%[46.1 µM]	10%	13%	-1.0%	0%	3%
CCOC(=O)C1=C(CNC(C)(C)CC(C)(C)C)NC(=O)NC1c1cccc([N+](=O)[O-])c1 (stereo unspecified)	-10%	-46%	0%	-9%[9.22 µM]	0.0%	-14%	-21%
C(=N\Nc1nn2cnnc2c2ccccc12)/c1ccco1	13%	-26%	-18%	-7%	-1.2%	-2%	.
Cc1ccc2nc(Cc3ccc(N)cc3)[nH]c2c1	-2%[38.3 µM]	-3%[46.1 µM]	3%	1%	0.0%	6%	3%
Cc1nn(-c2ccccc2)c(Cl)c1/C=N/NC(=O)OC(C)(C)C	0%	14%	5%	4%	0.0%	2%	7%
CC(C)CCNC(=O)C1CCCN1C(=O)NC1CCCCC1 (stereo unspecified)	3%	6%[46.1 µM]	-1%	-7%	0.0%	12%	0%

Bioassay records: PubChem, National Center for Advancing Translational Sciences (NCATS)
